Bioassay records as filed in PubChem.
PAX8 reporter: lowers PAX8-driven luciferase in RMG-I cells | RMG-I TPO-luciferase reporter, SteadyGlo, 24 h | inhibition, % at 12.6 µM | 1.2% of 360,000 active | AID 652154;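 active = mean replicate inhibition at least 60% with every replicate also reaching 60%; inconclusive = only one of the two criteria is met; inactive = mean below 60% and not all replicates reaching 60%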;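 note: luciferase light reporting Pax8 driven TPO promoter activity; plate controls were median of neutral control wells for no effect and mitoxantrone controls for full effect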
XiGFP reactiv: X-chromosome reactivation activator. activation, % at 7.58 µM. 0.055% of 360,000 active. XiGFP mouse fibroblasts, % GFP-positive cells imaging, 3 d; cells co-treated with 5-aza-dC sensitizer; scaled so ellipticine positive control = 100%;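 active = mean normalized replicate activation at least 10% and every replicate at or above 10%; inconclusive = only one of the two criteria met; inactive = mean below 10% and not all replicates reach 10%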;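 note: 0% = median of on-plate neutral control wells and 100% = ellipticine 6 µM median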
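Material: XiGFP fibroblasts, SV40-immortalized. Buffer or medium: DMEM plus 5-aza-dC sensitizer. Compound: single concentration per compound, delivered by pin transfer. Times: 3 days compound exposure. Controls: ellipticine 6 µM.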
INS-1E GSIS act: GLuc luminescence reporter in INS-1E cells, primary screen for activators of glucose-dependent secretion of insulin; INS-1E GLuc reporter insulin secretion, 2-3 h; activation, % at 16.6 µM; 0.61% of 370,000 active;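 active = lowest replicate activation of at least 40%, so every replicate reaches that level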;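 note: 0% = median of neutral control wells and 100% = median of IBMX positive control wells; some compounds called inactive have numbers as strong as hits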
EWS-Fli block: EWS/Fli transcriptional activity inhibition | 0.67% of 350,000 active | A673 NR0B1-luciferase reporter, viability-normalised | inhibition, % at 12.6 µM;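 active = mean inhibition of at least 50% after viability correction, with every replicate also passing that limit; inconclusive = mean reaches 50% but only one of two replicates passes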;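 note: firefly luciferase signal divided by Alamar Blue viability fluorescence both relative to DMSO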
ARNT-TACC3 inh: disruptors of human ARNT/TACC3 interaction; AID 623870; Q9Y6A5; 0.66% of 390,000 active; AlphaScreen His-ARNT PAS-B/GST-TACC3 binding, luminescence; TACC3 fragment carries E629A point mutation; inhibition, % at 9.99 µM;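 active = mean inhibition of replicates at least 50% and at least half of replicates each reaching 50%; inconclusive = half or more replicates reach 50% but mean below 50%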;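 note: 0% = complete ARNT plus TACC3 wells and 100% = ARNT alone without TACC3; many hits fall short of the cut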
DENV2 CPE: inhibitors of DENV2 cytopathic effect; DENV2-infected cells, cytopathic effect rescue, plate reader; CPE inhibition, % at 9.99 µM; 1.7% of 350,000 active; AID 651640; in the data active = CPE inhibition above about 20%, passing the limit was not always enough; inconclusive = no clear call, values can overlap the other calls; tested in BHK-21 cells;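 note: 0% = median of neutral control wells and 100% = median of positive control wells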
F508del corr: CFTR F508del correction in bronchial cells; CFBE cells, YFP halide quenching; stimulated with forskolin plus potentiator P3; % fluorescence drop versus neutral controls; activity (quench increase), % at 7.58 µM; 0.36% of 350,000 active;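 active = mean added fluorescence quench of at least 8% versus neutral control, with both replicates also reaching 8%; inconclusive = only one of the mean or replicate conditions met; inactive = mean below 8% and not both replicates reaching 8%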;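 note: cells transiently co-express mutant CFTR-F508del with the halide-sensitive YFP; corrector assay measuring rescue of mutant channel to the surface after 24 h compound exposure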
ERp5 inh: inhibitors of human ERp5. ERp5 insulin aggregation, absorbance 650 nm, 90 min. inhibition, % at 9.99 µM. 0.05% of 350,000 active. AID 651711;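 active = mean replicate inhibition above about 25%, with every replicate also reaching it, limit read from the data, passing the limit was not always enough; inconclusive = only one of those two criteria met; inactive = neither criterion met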
Target sequence (Q15084 whole entry, looked up): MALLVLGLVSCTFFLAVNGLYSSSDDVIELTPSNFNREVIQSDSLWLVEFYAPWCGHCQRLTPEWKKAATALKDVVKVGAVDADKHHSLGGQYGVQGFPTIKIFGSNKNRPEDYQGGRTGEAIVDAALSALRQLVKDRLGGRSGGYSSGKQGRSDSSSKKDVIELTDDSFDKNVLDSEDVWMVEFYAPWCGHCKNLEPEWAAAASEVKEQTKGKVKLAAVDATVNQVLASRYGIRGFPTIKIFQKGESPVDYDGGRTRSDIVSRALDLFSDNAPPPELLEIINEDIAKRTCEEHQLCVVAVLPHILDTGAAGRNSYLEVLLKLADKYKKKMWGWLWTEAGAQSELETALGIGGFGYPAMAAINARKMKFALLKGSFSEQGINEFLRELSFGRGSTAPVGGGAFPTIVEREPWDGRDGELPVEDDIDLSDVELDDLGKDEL
* marks the source's active call; other numbers are inactive results; ? = inconclusive; / = no result given; & = joins results of further samples.

1. COCCN(C(=O)COC(=O)CCOc1cccc(C)c1)c1c(N)n(Cc2ccccc2)c(=O)[nH]c1=O
2. Cc1cc(C)nc(N(C#N)C(C)C(=O)N(C)C)n1 (stereo not drawn)
3. CN1CCN(C(=O)C2CCCCC2C(=O)O)CC1 (stereo not drawn)
4. COC(=O)[C@]12CCCCC=C1N(CCc1ccc(OC)c(OC)c1)C(=O)[C@H](CC(=O)NCc1ccccc1)C2
5. COc1ccc2c3c([nH]c2c1)[C@@H](CO)N(C(=O)Nc1ccc(F)cc1)CC31CCN(S(=O)(=O)c2cn(C)cn2)CC1
6. CC(=O)C(Cc1ccccc1)NC(=O)COC(=O)c1cc(S(=O)(=O)N2CCOCC2)ccc1F (stereo not drawn)

Assay by compound,1,2,3,4,5,6
PAX8 reporter,3,24,-22,5,-4,5
XiGFP reactiv,0.0,0.1,0.0,0.0,0.0,0.0
INS-1E GSIS act,8,10,7,-3,-11,2
EWS-Fli block,0,/,-13,6,-3,5
ARNT-TACC3 inh,-9,18,-3,/,/,/
DENV2 CPE,15,/,3,3,-10,8
F508del corr,1.4,/,0.1,-1.1,-0.4,-3.3
ERp5 inh,-3,/,-1,-5,10,-3

7. Cc1cccc2sc(NC(=O)CN3C(=O)C4CC=CCC4C3=O)nc12 (stereo not drawn)
8. C/C(=N\NC(=O)c1cccc(S(=O)(=O)N2CCCC2)c1)c1ccncc1
9. COc1cccc(OC)c1C(=O)NC(=O)Nc1c(C)cccc1C
10. CCCC(=O)C1=C(O)C(C(=O)OC)C(C)(C)CC1=Nc1ccc(C)cc1 (stereo not drawn)
11. Cc1ccc(NC(=O)C(C)N2C(=O)c3ccccc3S2(=O)=O)cc1Cl (stereo not drawn)
12. CO[C@H]1CN(C)C(=O)c2cc(NC(=O)c3cnccn3)ccc2OC[C@@H](C)N(CC2CC2)C[C@H]1C

Assay by compound,7,8,9,10,11,12
PAX8 reporter,5,8,26,0,-1,/
XiGFP reactiv,0.0,0.0,0.0,-0.9,0.1,-0.1
INS-1E GSIS act,-6,12,40,-23,-18,13
EWS-Fli block,-26,2,16,-4,1,-2
ARNT-TACC3 inh,-2,-7,-8,10,-20,/
DENV2 CPE,-2,?,6,/,2,18
F508del corr,0.4,1.4,-3.9,-0.7,1.5,-0.4
ERp5 inh,0,-2,-2,3,-2,/

13. CCS(=O)(=O)Nc1ccc2c(c1)C(=O)N(C)C[C@@H](OC)[C@@H](C)CN(C(=O)NC(C)C)[C@H](C)CO2
14. O=C(c1ccccn1)N1CCN(S(=O)(=O)c2ccc(F)cc2)CC1
15. O=C(Cc1ccccc1)c1ccc(O)cc1
16. C(=N\Nc1ccccn1)/c1ccc2c(c1)OCCO2
17. CCCCN(CC)CCNC(=O)c1cc2cc3ccc(Cl)cc3nc2o1
18. COc1cccc(CN(CC(=O)NCC2CCCO2)C(=O)CNS(=O)(=O)c2ccccc2)c1 (stereo not drawn)

Assay by compound,13,14,15,16,17,18
PAX8 reporter,/,3,-95,-118,52,/
XiGFP reactiv,0.3,0.2,0.0,0.1,0.1,/
INS-1E GSIS act,10,-1,-9,7,1,12
EWS-Fli block,-8,-2,-22,-28,-59,-3
ARNT-TACC3 inh,-9,-4,2,8,12,6
DENV2 CPE,-7,1,-4,5,13,-3
F508del corr,2.2,2.7,0.5,-0.7,-0.3,-2.0
ERp5 inh,1,0,3,15,1,3

19. O=C(CCCn1cc([N+](=O)[O-])cn1)NC1CCCCCC1
20. CN(C)C(=O)c1ccc(-c2ccccc2[C@H]2[C@@H](C#N)N(C(=O)C3CCC3)[C@H]2CO)cc1
21. COc1cc(/C=C(\CC(=O)O)c2nc3ccccc3s2)ccc1OCC(=O)Nc1ccccc1F
22. CCOC(=O)CSc1n[nH]c(=O)n1CCc1ccccc1
23. Cn1c(N)c(C(=O)COC(=O)c2cc(C3CC3)nc3ccccc23)c(=O)n(C)c1=O
24. C[C@@H]1C(=O)O[C@H](C)[C@H]1C[C@@H](O)[C@](C)(O)C1CC[C@@]2(O)C3=CC(=O)[C@@H]4C[C@@H](O)[C@@H](O)C[C@]4(C)C3CC[C@]12C (stereo partly drawn)

Assay by compound,19,20,21,22,23,24
PAX8 reporter,9,-30,12,-13,12,8
XiGFP reactiv,0.0,0.3,0.0,0.0,0.0,-0.2
INS-1E GSIS act,-11,4,-5,7,-13,15
EWS-Fli block,1,-7,-13,19,-3,0
ARNT-TACC3 inh,6,/,/,-9,-3,7
DENV2 CPE,8,24*,-4,-3,-8,-5
F508del corr,-0.1,0.8,18*,1.1,0.7,2.5
ERp5 inh,1,0,-6,0,5,-10

25. CN(C)CCCN(C(=O)c1ccc(C(=O)c2ccccc2)cc1)c1nc2c(F)cccc2s1
26. C[C@@H]1CN([C@H](C)CO)C(=O)c2cccc(NC(=O)NC3CCCCC3)c2O[C@@H]1CN(C)S(=O)(=O)c1cn(C)cn1
27. O=C(O)C1C2CCC(O2)C1C(=O)Nc1cccc(Cl)c1 (stereo not drawn)
28. O=C(Nc1ccc([N+](=O)[O-])cc1)c1cc(-c2ccccn2)nc2c(Cl)cccc12
29. Cc1noc(C)c1NC(=O)N(C)C[C@H]1OCCCC[C@@H](C)Oc2ccc(NS(=O)(=O)c3c(C)noc3C)cc2C(=O)N([C@@H](C)CO)C[C@H]1C
30. COc1ccc2c3c(n(C)c2c1)[C@H](CO)N(CC1CC1)CC31CN(C(=O)c2cccc(F)c2)C1

Assay by compound,25,26,27,28,29,30
PAX8 reporter,-11,/,5,21,10,/
XiGFP reactiv,0.0,0.0,0.0,-0.2,-0.8,0.3
INS-1E GSIS act,-26,16,-32,/,7,-15
EWS-Fli block,6,-4,8,-1,-2,3
ARNT-TACC3 inh,21,-2,2,-5,-10,/
DENV2 CPE,1,-2,-9,-7,-1,?
F508del corr,-0.3,-1.0,1.2,1.7,2.7,-0.7
ERp5 inh,-6,2,0,5,4,0

31. COc1cccc(C(O)c2nc3ccccc3n2C)c1 (stereo not drawn)
32. COCCn1c(=O)[nH]c2cc(C(=O)N3CCN(c4cc(C)ccc4C)CC3)ccc2c1=O
33. CN1CCN(c2oc(-c3ccccc3Cl)nc2S(=O)(=O)c2ccccc2)CC1
34. O=C(CN1CCOCC1)N1CC[C@@H]2[C@H]1c1cc(-c3ccccc3F)ccc1N[C@@H]2CO
35. CC(=O)c1ccc(NC(=O)CCc2ccc(C)o2)cc1
36. C[C@@H]1CN([C@@H](C)CO)C(=O)c2c(c3ccccc3n2C)-c2ccccc2CO[C@H]1CN(C)S(=O)(=O)c1ccc(C(F)(F)F)cc1

Assay by compound,31,32,33,34,35,36
PAX8 reporter,1,26,26,-160,-152,-31
XiGFP reactiv,0.3,0.0,0.4,0.0,0.0,-0.2&-0.9
INS-1E GSIS act,7,0,17,20,-3,-13&4
EWS-Fli block,-13,9,/,-59,-2,-1&9
ARNT-TACC3 inh,-4,-3,36,24,32,/
DENV2 CPE,-3,-3,2,-3,16,7&-10
F508del corr,-0.8,-2.3,-0.4,-0.2,0.8,-2.2&-3.0
ERp5 inh,4,3,0,/,1,0&-8

Results in DENV2 CPE, for 2 of the compounds above:
entry | canonical_smiles | DENV2 CPE
33 | CN1CCN(c2oc(-c3ccccc3Cl)nc2S(=O)(=O)c2ccccc2)CC1 | 2
34 | O=C(CN1CCOCC1)N1CC[C@@H]2[C@H]1c1cc(-c3ccccc3F)ccc1N[C@@H]2CO | -3

Following part:
37. C=CCSc1nsc(NC(=O)Nc2ccc(F)cc2)n1
38. NC(=O)C1CCCCc2c1[nH]c1ccc(Cl)cc21 (stereo not drawn)
39. CC1(C(=O)O)CCC(C(=O)NNC(=O)c2ccccc2O)C1(C)C (stereo not drawn)
40. CO[C@H]1CC[C@@H]2CCOc3c(C#N)cccc3C(=O)N(C)C[C@H](C)C(=O)N(C)C[C@@H]1O2
41. CCOC(=O)c1ccc(-c2c(-c3ccccc3OC)sc3cc4c(cc23)OCO4)cc1F
42. O=C(NC1CCCC1)C(c1ccc(F)cc1)N(C(=O)c1csnn1)C1CC1 (stereo not drawn)

Assay by compound,37,38,39,40,41,42
PAX8 reporter,-12,17,17,10,-13,-1
XiGFP reactiv,0.0,0.4,0.0,0.0,0.0,0.0
INS-1E GSIS act,-39,-13,-3,-7,-3,6
EWS-Fli block,-36,12,6,-1,-13,-1
ARNT-TACC3 inh,-4,-7,-5,2,-2,-3
DENV2 CPE,-10,0,-1,-1,-17,0
F508del corr,-8.5,-1.9,1.6,-1.5,0.2,-1.4
ERp5 inh,3,2,1,-3,-3,1

Numbers 37–38, quoted:
37. C=CCSc1nsc(NC(=O)Nc2ccc(F)cc2)n1
38. NC(=O)C1CCCCc2c1[nH]c1ccc(Cl)cc21 (stereo not drawn)

Assay by compound,37,38
PAX8 reporter,-12,17
XiGFP reactiv,0.0,0.4
INS-1E GSIS act,-39,-13
EWS-Fli block,-36,12
ARNT-TACC3 inh,-4,-7
DENV2 CPE,-10,0
F508del corr,-8.5,-1.9
ERp5 inh,3,2

Other entries
43. COc1ccc(CNC(=O)C23CC4CC(CC(Br)(C4)C2)C3)cc1
44. Cc1cc(C)cc(C(N)=Nc2cccc(C#N)c2)c1
45. CO[C@H]1CN(C)C(=O)c2cc(C#N)ccc2OC[C@@H]2O[C@H](CC[C@H]2OC)CCN(C)C(=O)[C@H]1C
46. Cc1n[nH]c(C)c1S(=O)(=O)N1CCCC(C(=O)O)C1 (stereo not drawn)
47. Cc1ccccc1OS(=O)(=O)c1cn(C)c(=O)n(C)c1=O
48. CN(C)N(C)C(=O)C(O)(c1ccccc1)c1ccccc1

Assay by compound,43,44,45,46,47,48
PAX8 reporter,-3,-30,6,-1,0,-14
XiGFP reactiv,0.0,0.0,0.0,-0.1,0.1,0.0
INS-1E GSIS act,-20,9,-2,5,1,10
EWS-Fli block,-6,1,-14,-7,-2,3
ARNT-TACC3 inh,/,-5,-4,2,2,7
DENV2 CPE,-2,11,-3,-5,-9,6
F508del corr,-1.0,-3.3,0.6,1.6,-1.4,0.7
ERp5 inh,2,0,0,/,5,8

49. COc1ccc(S(=O)(=O)Nc2ccc3c(c2)C(=O)N([C@@H](C)CO)C[C@@H](C)[C@H](CN(C)Cc2ccc4c(c2)OCO4)OCCCC[C@H](C)O3)cc1
50. Cc1ccc(C)c(Cn2c3ccccc3c3cnn(CC(=O)NCCCN4CCOCC4)c(=O)c32)c1
51. CCCCn1c(CCCNC(=O)c2ccco2)nc2ccccc21
52. CN(Cc1ccccc1)C(=S)NC(=O)c1ccc(-c2ccccc2)cc1
53. Cc1ccc(S(=O)(=O)N2CC(C(=O)O)=CC[C@H]2c2ccc(Cl)cc2)cc1
54. O=C(C[C@H]1CC[C@@H]2[C@H](COC[C@@H](O)CN2Cc2nccs2)O1)NCc1ccc(F)cc1

Assay by compound,49,50,51,52,53,54
PAX8 reporter,6,7,13,-9,1,-1
XiGFP reactiv,0.2,0.0,0.0,0.3,0.1,0.3
INS-1E GSIS act,-19,2,8,40*,-1,-4
EWS-Fli block,11,/,/,/,-14,-7
ARNT-TACC3 inh,0,-6,-6,-17,5,-8
DENV2 CPE,-5,?,-6,/,14,4
F508del corr,2.0,-1.4,-2.7,/,0.9,-1.9
ERp5 inh,-3,/,5,/,3,0
